Assay outcomes deposited in PubChem by Broad Institute.
CD40 NFkB inh: CD40 pathway inhibition in BL2 cells. AID 1053188. actives 0.94% (n = 83,000). inhibition, % at 10 µM. BL2 NF-kB luciferase reporter, CD40L-induced, 4 h;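 active = mean inhibition of at least 50% with a set share of replicates also reaching that level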;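 also: 0% = neutral control wells and 100% = IKK inhibitor VII at 50 µM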
* marks the source's active call; other numbers are inactive results; [ ] = dose if it differs, or a comment. Some of the compounds tested. The share of hits here may be higher or lower than overall.

SMILES | CD40 NFkB inh
CCN1[C@H](C(=O)NCc2ccc(F)cc2)[C@@H](CO)[C@@H]2Cn3c(ccc(-c4ccccc4OC)c3=O)[C@@H]21 | 8.8[25 µM]
O=C(NCC1CCCO1)c1cn(Cc2ccccc2)nc1-c1ccccc1 (stereo not drawn) | 8.2
CC(C)N1CCN(c2ccncc2S(=O)(=O)N2CCOCC2)CC1 | 1.1
Cc1c(C)n(C)c2ccc(C(=O)NCCCN3CCN(c4ccccc4F)CC3)cc12 | 11.2
CCOC(=O)N(C)C[C@@H]1OCc2ccccc2-c2c(n(C)c3ccccc23)C(=O)N([C@H](C)CO)C[C@H]1C | 6.5
C[C@H]1CN([C@@H](C)CO)C(=O)CCCn2cc(nn2)CO[C@H]1CN(C)S(=O)(=O)c1cccc(C#N)c1 | 2.2[25 µM]
C[C@H]1CN([C@@H](C)CO)C(=O)CCCn2cc(nn2)CO[C@H]1CN(C)S(=O)(=O)c1ccc2c(c1)OCCCO2 | -6.5[25 µM]
CO[C@@H]1CN(C)C(=O)c2ccc(NC(=O)C3CCC3)cc2OC[C@H](C)N(Cc2ccc(F)cc2)C[C@H]1C | -1.1
Cc1ccc(C(=O)Nc2ccc3c(c2)OCO3)cc1NC(=O)c1ccco1 | -44.7
O=C(Cn1nnc(-c2cccs2)n1)NCc1ccco1 | -30.9
CS(=O)(=O)N1Cc2ccccc2CC1C(=O)OCC(=O)NCc1ccccc1 (stereo not drawn) | 4.1
O=C(c1cccc(C(F)(F)F)c1)N1CCCC1 | 4.0
COc1ccc2[nH]c(=O)cc(C(=O)O)c2c1 | 5.2
O=C(Nc1cccc(S(=O)(=O)Nc2ccc(SC(F)F)cc2)c1)C1CCC1 | -1.9
COc1ccc(N2C(=O)CSC2c2cccs2)cc1 (stereo not drawn) | 3.9
O=C(NCc1ccc(N2CCCC2=O)cc1)c1cccc(Cl)c1 | 12.1
COc1ccc(OCCCC(=O)N2CCCc3ccccc32)cc1 | -1.4
O=C(NC1=NCCS1)c1ccc(OCC2CCCO2)cc1 (stereo not drawn) | 5.6
COc1ccc(CCC(=O)N/N=C\c2cccs2)cc1 | 1.2
CCC(C)NCCOCCOc1ccc(Cl)c(C)c1C (stereo not drawn) | 13.2
CN(Cc1ccccc1)C(=O)CCC1CCN(C(=O)CC2=CCCCC2)CC1 | -34.3
COc1ccc(NC(=O)CN(C)C(=O)c2ccc(NS(=O)(=O)c3cccc([N+](=O)[O-])c3)cc2)cc1 | -2.6
COc1ccc(NC(=O)CN(C)C(=O)c2cccc(S(=O)(=O)N3CCN(c4ccccc4)CC3)c2)cc1 | 5.9
Cc1cc[n+](C(C)C(=O)c2ccc(-c3ccccc3)cc2)cc1 (stereo not drawn) | 16.4
CC(=O)N1[C@H](CO)[C@@H](c2ccc(-c3cccc(F)c3)cc2)[C@@H]1CNC(=O)C1CC1 | -11.7

Further results
SMILES | CD40 NFkB inh
Cc1cc(C(=O)N2CCCC(Nc3ccccc3)C2)c2ccc(F)cc2n1 (stereo not drawn) | 9.5
O=C(C[C@@H]1CC[C@@H]2[C@H](COC[C@H](O)CN2Cc2nccs2)O1)N1CCC(Cc2ccccc2)CC1 | 4.0[25 µM]
O=C1NN=C(c2ccccc2)CC1c1c[nH]c2ccccc12 (stereo not drawn) | -0.5
O=C(COC(=O)CCCSc1nc2ccccc2[nH]1)Nc1cccc(F)c1 | 10.0
Cc1nc(SCCOc2ccccc2F)[nH]c(=O)c1Cc1ccccc1 | -22.8
CN1C(=O)c2cc(NC(=O)C3CCOCC3)ccc2OC[C@@H]2O[C@H](CC(=O)NCCc3ccncc3)CC[C@@H]21 | 4.8[25 µM]
COc1cccc(NC(=O)CN(C)C(C)C(=O)NC(C)c2ccc(Cl)cc2Cl)c1 (stereo not drawn) | -5.3
COc1ccc(-c2nc(CN(CC3CCC(=O)N3)C(C)C)c(C)o2)c(C)c1C (stereo not drawn) | 14.8
CC(C)Sc1nc2c([nH]1)c(=N)ncn2Cc1ccccc1 | 9.6
O=C1C(=O)N(CC(=O)N2CCCC2)c2ccccc21 | 1.8
c1ccc(-c2csc3ncnc(N4CCN(Cc5ccc6c(c5)OCO6)CC4)c23)cc1 | 15.0
CCOC(=O)c1sc2nc(N3CCCC3)c3c(c2c1N)CC(C)(C)OC3 | -9.0
O=C(Nc1nc2c(cc3c4c(cccc42)CC3)s1)c1ccccc1Cl | -27.1
COc1cc(CCC(=O)O)on1 | 0.7
CCNC(=O)C1(C)CCCN(C(=O)c2cc(-c3ccccc3)cs2)C1 (stereo not drawn) | -15.9
Cc1ccc(S(=O)(=O)NC(CC(=O)NCC2CCCO2)c2ccco2)cc1 (stereo not drawn) | 10.7
CO[C@H]1CC[C@H]2CCOc3ccc(C#N)cc3C(=O)N(C)[C@@H](C)C(=O)N(C)C[C@H]1O2 | 8.0[25 µM]
CN(CC(O)COCc1ccccc1F)C1CCCCC1 (stereo not drawn) | 14.4
COc1ccc2c(CC(=O)NNC(=O)c3ccc(O)cc3)coc2c1 | 1.5
C=CCNc1nc(N2CCOCC2)nc(N2CCOCC2)n1 | 0.5
O=S(=O)(/N=C(/Nc1cccc2ccccc12)c1ccccc1)c1cccs1 | 8.3
CCCNC(=O)[C@H]1[C@H](CO)[C@H]2Cn3c(cccc3=O)[C@@H]1N2CCC(F)(F)F | 1.6[25 µM]
CCc1nnc(NC(=O)c2cc(OC)c(OC)cc2[N+](=O)[O-])s1 | -1.9
CC(=O)c1ccc(NC(=O)C(C)O/N=C(\N)c2ccccc2)cc1 (stereo not drawn) | -12.1
O=C(CCN1CCCC1)c1cccs1 | 2.6

(list continues)
SMILES | CD40 NFkB inh
Cc1cc(Cl)cc2c1NC(=O)[C@]21[C@@H]2C(=O)N(Cc3ccccc3)C(=O)[C@@H]2[C@@H]2CCCN21 | 9.6
COC(=O)c1ccc(C(=O)N(C)C2CCCN(Cc3ccccc3F)C2)nc1 (stereo not drawn) | 8.2
N#C[C@@H]1[C@@H](c2ccc(C3=CCCC3)cc2)[C@@H](CO)N1C(=O)NC1CCCC1 | -1.2
OC(CCCN1CCC(O)(c2ccc(Cl)cc2)CC1)c1ccc(F)cc1 (stereo not drawn) | 17.8
CCOc1ccc(C2C(C(=O)c3cccs3)=C(O)C(=O)N2Cc2cccnc2)cc1OC (stereo not drawn) | -18.3
CC(=O)c1c(C)[nH]c(C(=O)OCc2nc3ccsc3c(=O)[nH]2)c1C | -28.6
COc1ccc(C(=O)OC(C)C(=O)NC2CCCc3ccccc32)cc1OC (stereo not drawn) | 4.1
CC(=O)N1CCCN(C(=O)c2ccc3nc(Cc4ccccc4F)oc3c2)CC1 | -17.1
COc1ccc(NC(=O)COc2coc(CN3CCCc4ccccc43)cc2=O)cc1 | -10.4
CCc1cc2c(NC(C(=O)O)C(C)C)ncnc2s1 (stereo not drawn) | 13.0
CCOC(=O)c1cnc2c(cnn2C)c1NCCCn1ccnc1 | 3.4
O=c1[nH]c(=O)c2[nH]c(=S)n(-c3ccccc3)c2[nH]1 | 1.5
CCCCn1c(N)c(N(CC(C)C)C(=O)CC2CCCCC2)c(=O)[nH]c1=O | 2.2
CCC(=NNC(=O)c1cccc(S(=O)(=O)N2CCOCC2)c1)c1ccccc1 | 4.1
N#CCCn1cc(/C=N/NC(=O)c2ccncc2)c(-c2ccc(F)cc2)n1 | 5.6
O=C(NCCc1ccccc1)C1=COCCO1 | -61.2
COc1ccc2c3c(n(C)c2c1)[C@@H](CO)N(S(=O)(=O)c1cn(C)cn1)CC31CCN(C)CC1 | 2.5[25 µM]
CCc1noc(C)c1C(=O)OC(C)C(=O)Nc1ccc(Cl)cn1 (stereo not drawn) | 31.9
CNC(=O)C[C@@H]1CC[C@@H]2[C@H](COc3ccc(NC(=O)c4ccccc4F)cc3C(=O)N2C)O1 | -8.8[25 µM]
COc1ccc(/C=C/C(=O)OCC(=O)N2CCCCCC2)c(OC)c1 | 0.1
O=C(Nc1cccc(-c2nnc(-c3ccco3)o2)c1)C(c1ccccc1)c1ccccc1 | 1.9
CCN(CC)c1ccc(/C=N/N2CCN(Cc3ccc(C)cc3)CC2)c(O)c1 | 0.5
CNC[C@H]1OCc2ccccc2-c2ccccc2C(=O)N([C@H](C)CO)C[C@H]1C | -25.3[25 µM]
Cc1ccc(NC(=O)c2ccc3c(c2)OCCO3)nc1 | 63.8*
CCOC(=O)c1sc(NC(=O)C2CSC3(C)CCC(=O)N23)nc1C (stereo not drawn) | 1.3

(more compounds)
SMILES | CD40 NFkB inh
COc1cc(N)c(Cl)cc1C(=O)OCC(=O)N1c2ccccc2NC(=O)C1(C)C | 6.9
O=C(O)CC1(CC(=O)Nc2ccc3ccccc3n2)CCCCC1 | 6.6
O=C(O)C1Cc2c([nH]c3ccccc23)C(c2ccc3c(c2)OCO3)N1 (stereo not drawn) | 8.8
CN(C)C(=O)c1cccc(-c2ccccc2[C@H]2[C@@H](C#N)N(C(=O)C3CCC3)[C@@H]2CO)c1 | -17.8[25 µM]
CN(C)c1cccc2c(S(=O)(=O)Nc3ccccn3)cccc12 | 2.5
Cc1ccc(S(=O)(=O)N2CCCCC2C(=O)NCc2ccco2)cc1 (stereo not drawn) | 0.1
O=C(C[C@H]1C[C@H]2c3cc(NC(=O)Nc4ccccc4F)ccc3O[C@H]2[C@H](CO)O1)NCc1ccccn1 | -5.8[25 µM]
Cc1ccc(S(C)(=O)=O)cc1C(=O)OCC(=O)N1CCCC1=O | -4.4
CC(=O)Nc1ccc2c(c1)CC(=O)N(C)C[C@H](C)[C@H](CN(C)C)O2 | 5.0
CN1C(=O)c2cc(NC(=O)c3cccc(C(F)(F)F)c3)ccc2OC[C@H]2O[C@H](CC(=O)NCCN3CCCC3)CC[C@H]21 | -13.7[25 µM]
COc1ccccc1/C=C/C(=O)OCC(=O)NC1CCS(=O)(=O)C1 (stereo not drawn) | -4.1
COc1ccc(NC(=O)[C@@H](NC(N)=O)C(C)C)cc1Cl | 0.9
CC(=O)Nc1ccc2c(c1)C(=O)N(C)C[C@@H](C)[C@@H](CN(C)C)O2 | -0.8
Nn1c(SCC(=O)Nc2cccc(S(N)(=O)=O)c2)nnc1C1CC1 | 3.0
CC(=O)N(C)C[C@@H]1Oc2ccc(N)cc2C(=O)N(C)C[C@H]1C | 4.6
O=C(COC(=O)CNC(=O)c1ccccc1F)Nc1cccnc1Cl | 24.1
COc1ccc2sc(N(CCCN(C)C)C(=O)c3ccc(S(=O)(=O)N(C)Cc4ccccc4)cc3)nc2c1 | 30.9
CC(=O)Nc1cccc(NC(=O)CSc2nnc(Cc3cccn3C)n2CCc2ccccc2)c1 | 4.7
Cc1ccc2nc(SCC(=O)Nc3ccccc3F)nc(=O)n2c1 | -2.3
Cc1nc(CNS(=O)(=O)c2cccs2)cs1 | 2.2
COc1ccc(C(=O)OCC(=O)NC(C)(C)C)cc1[N+](=O)[O-] | -1.6
O=C(Cn1ccc2cc(S(=O)(=O)N3CCCC3)ccc21)NCCc1ccccc1 | 5.6
Cc1ccc(OCCNC(=O)c2cccc(S(=O)(=O)N3CCN(C)CC3)c2)cc1 | -2.6
O=C(c1cc(Cl)nc2ccccc12)N(Cc1nnc(-c2ccc(Cl)cc2)o1)C1CC1 | -13.5
O=C(COC(=O)c1ccc2c(c1)OCO2)Nc1ncc(Cl)cc1Cl | 10.7

(more compounds)
SMILES | CD40 NFkB inh
O=C(O)Cc1ccc(-c2ccccc2)cc1 | -2.5
Cc1cc(N2CCOCC2)nc(NCc2ccccc2)n1 | 17.7
Cc1ccc(NC(=O)C2=CN3CCS(=O)(=O)N=C3C=C2)cc1 | 5.7
CCOc1ncccc1C(=O)OCC(=O)Nc1ccc2c(c1)CCC2 | -4.3
Cc1ccc(NC(=O)CN(C)CC(=O)Nc2ccccc2-c2ccccc2)cc1 | -10.8
COc1ccc(-c2nc(C3CCCCC3)no2)cc1OC | -120.2
CC1(C(=O)Nc2ccccc2)CCN1C(=O)C1(c2ccc(Cl)cc2)CC1 (stereo not drawn) | -1.2
COc1ccccc1CC(=O)NNC(=O)CN(C)S(=O)(=O)c1ccc(Cl)cc1 | 3.8
CCCNC(=O)N1[C@H](CO)[C@H]2c3ccccc3N(C(=O)NC(C)C)C[C@H]21 | 3.5
O=C(c1cc2n(n1)C(C(F)(F)F)CC(c1ccco1)N2)N1CCN(c2ccccn2)CC1 (stereo not drawn) | 0.5
Cc1cc(C(=O)Cn2cnc3cc([N+](=O)[O-])ccc3c2=O)c(C)n1CC1CCCO1 (stereo not drawn) | 1.0

Of the compounds above, these contain a Cl atom:
SMILES | CD40 NFkB inh
O=C(NCc1ccc(N2CCCC2=O)cc1)c1cccc(Cl)c1 | 12.1
CCC(C)NCCOCCOc1ccc(Cl)c(C)c1C (stereo not drawn) | 13.2
COc1cccc(NC(=O)CN(C)C(C)C(=O)NC(C)c2ccc(Cl)cc2Cl)c1 (stereo not drawn) | -5.3
O=C(Nc1nc2c(cc3c4c(cccc42)CC3)s1)c1ccccc1Cl | -27.1
Cc1cc(Cl)cc2c1NC(=O)[C@]21[C@@H]2C(=O)N(Cc3ccccc3)C(=O)[C@@H]2[C@@H]2CCCN21 | 9.6
OC(CCCN1CCC(O)(c2ccc(Cl)cc2)CC1)c1ccc(F)cc1 (stereo not drawn) | 17.8
CCc1noc(C)c1C(=O)OC(C)C(=O)Nc1ccc(Cl)cn1 (stereo not drawn) | 31.9
COc1cc(N)c(Cl)cc1C(=O)OCC(=O)N1c2ccccc2NC(=O)C1(C)C | 6.9
COc1ccc(NC(=O)[C@@H](NC(N)=O)C(C)C)cc1Cl | 0.9
O=C(COC(=O)CNC(=O)c1ccccc1F)Nc1cccnc1Cl | 24.1
O=C(c1cc(Cl)nc2ccccc12)N(Cc1nnc(-c2ccc(Cl)cc2)o1)C1CC1 | -13.5
O=C(COC(=O)c1ccc2c(c1)OCO2)Nc1ncc(Cl)cc1Cl | 10.7
CC1(C(=O)Nc2ccccc2)CCN1C(=O)C1(c2ccc(Cl)cc2)CC1 (stereo not drawn) | -1.2
COc1ccccc1CC(=O)NNC(=O)CN(C)S(=O)(=O)c1ccc(Cl)cc1 | 3.8

Arranged by the number under CD40 NFkB inh (rising): 3 from the list above.
SMILES | CD40 NFkB inh
COc1ccc(OCCCC(=O)N2CCCc3ccccc32)cc1 | -1.4
COc1ccc(N2C(=O)CSC2c2cccs2)cc1 (stereo not drawn) | 3.9
Cc1cc[n+](C(C)C(=O)c2ccc(-c3ccccc3)cc2)cc1 (stereo not drawn) | 16.4
